Screening results as filed in PubChem.
KB-V1 cytotox: kills drug-selected multidrug resistant KB-V1 cells | KB-V1 MDR cells viability, CellTiter-Glo, 72 h | Potency, µM (series often up to 46.1 µM), for the others: at the top dose activity change, negative = cytotoxicity, hits mostly cytotoxic | hit rate 3.4% among 400,000; further: on the % scale 0 is the no-effect control and ±100 the full control effect; nearly all actives have a fitted effect of over 60% in size
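qHTS viability screen in drug-selected KB-V1 MDR cells: 72 h compound treatment at 37 degrees C, ATP luminescence end point.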
SW480 rerep: inducers of DNA re-replication in SW480 colon cancer cells; SW480 DNA re-replication, Hoechst DNA content imaging, 48 h; AID 624297; hit rate 1.8% among 340,000; Potency, µM (series often up to 46.1 µM), inactives show at the top dose re-replication activation, actives largely listed as activators; further: % of control where 0% means no effect; nearly all actives have a fitted effect of over 55% in size
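Hoechst fluorescence of nuclei (405 nm excitation, 500-530 nm emission) measured by plate-scanning imager after 48 hr compound exposure at 37 C; re-replication scored as increased number of nuclei with elevated intensity.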
HT1080-NT tox: kills 2HG-producing HT-1080-NT fibrosarcoma cells; HT-1080-NT fibrosarcoma viability, CellTiter-Glo ATP luminescence, 48 h; Potency, µM (top dose mostly 46.1 µM), for the others: at the top dose activity, negative = less viability, actives largely listed as cytotoxic; hit rate 1.6% among 360,000;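 further: NT is the 2HG producing partner of a matched IDH1 knockdown line; 0% = DMSO-treated cells and -100% = media-only wells without cells; nearly all actives have a fitted effect of over 55% in size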
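Compounds were tested in concentration-response format on HT-1080-NT cells for 48 hours at 37 degrees C. Cell viability came from CellTiter-Glo luminescence; curves were classified by r2, response magnitude and activity.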
GLP1R cytotox: cytotoxicity in counter-screen for GLP-1R inverse agonists; Potency, µM (titrated, usually from 38.3 µM), without a hit: at the top dose activity change, negative = inhibition, usual class: inhibitors; HEK293 cAMP-luciferase reporter cells, luminescence, 24 h; hit rate 0.13% among 410,000;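 further: loss of luciferase light is scored as toxicity; on the % scale 0 is the no-effect control and ±100 the full control effect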
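Step one: seed cells (200 cells/uL, DMEM with 10% Nu serum, 1% pen-strep). Step two: 12-hour incubation at 37 deg C. Step three: pin 23 nL compound, incubate 24 hr. Step four: add luciferase reagent, read luminescence 12 min later.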
TDP43 rescue: inhibitors of TDP-43 toxicity in yeast; TDP-43 expressing yeast growth rescue, BacTiter-Glo, 24 h; Potency, µM (highest dose often 46.1 µM), without a hit: at the highest dose growth rescue (activation), most hits filed as activators; hit rate 1.8% among 410,000; AID 652104; further: % of control where 0% means no effect; nearly all actives have a fitted effect of over 50% in size
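Growth rescue of TDP-43-toxic yeast measured as ATP luminescence (BacTiter-Glo). Cells grown to mid-log in raffinose, induced in galactose at OD600=0.02, exposed to compound 24 hr at 30 deg C.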
KB-3-1 cytotox: KB-3-1 parental cell cytotoxicity; KB-3-1 viability, CellTiter-Glo ATP luminescence, 72 h; Potency, µM (doses to about 46.1 µM), inactives show at the top dose activity change, negative = cytotoxic, actives largely listed as cytotoxic; hit rate 1.4% among 400,000; further: on the % scale 0 is the no-effect control and ±100 the full control effect; nearly all actives have a fitted effect of over 60% in size
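Cells are dispensed, compounds pinned in, plates held at 37 °C for 72 h, then CellTiter-Glo is added and luminescence read after 10 minutes. Cell line: parental KB-3-1 in phenol-red-free DMEM, 10% FBS.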
GLP-1R inv ag: inverse agonists of human GLP-1 receptor. HEK293 GLP-1R CRE-luciferase, luminescence, 24 h; GLP-1R form is constitutively active. Potency, µM (series often up to 38.3 µM), for the others: at the highest dose activity change, negative = inhibition, actives largely listed as inhibitors. hit rate 1.6% among 410,000; further: on the % scale 0 is the no-effect control and ±100 the full control effect; nearly all actives have a fitted effect of over 55% in size
Target sequence (P43220 whole entry, looked up): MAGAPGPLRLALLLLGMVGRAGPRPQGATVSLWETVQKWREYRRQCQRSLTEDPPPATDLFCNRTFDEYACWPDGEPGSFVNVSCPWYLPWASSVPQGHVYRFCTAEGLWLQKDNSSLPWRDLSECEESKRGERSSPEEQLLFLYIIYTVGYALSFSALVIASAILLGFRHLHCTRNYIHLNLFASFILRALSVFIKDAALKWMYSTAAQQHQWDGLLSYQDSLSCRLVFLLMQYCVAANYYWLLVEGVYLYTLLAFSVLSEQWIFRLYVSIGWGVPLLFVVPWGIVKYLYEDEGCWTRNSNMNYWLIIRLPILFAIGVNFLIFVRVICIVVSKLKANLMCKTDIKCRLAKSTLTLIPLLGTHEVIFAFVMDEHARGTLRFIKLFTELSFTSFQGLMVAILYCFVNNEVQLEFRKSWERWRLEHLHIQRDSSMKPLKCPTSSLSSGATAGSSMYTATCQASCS
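Cells are plated, allowed 12 hours at 37 deg C, then treated with compounds for 24 hr before luciferase detection reagent is added and luminescence is read after 12 min at room temperature. The HEK293 line carries constitutively active GLP-1R with a cAMP-responsive reporter.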
HT1080 IDH1KD tx: toxicity to HT-1080 IDH1 knockdown cells (counter line); Potency, µM (series often up to 46.1 µM), for the others: top-dose activity, negative = toxicity, most hits filed as cytotoxic; HT-1080 IDH1 knockdown viability, ATP luminescence, 48 h; hit rate 2% among 360,000; AID 686971;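 further: 0% = DMSO wells and -100% = cell-free medium wells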
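Assay cells: HT-1080 with IDH1 knockdown, 750 per well, RPMI/5% FBS. Exposure: 48 h at 37 °C following 2 h pre-incubation. Read: CellTiter-Glo luminescence; fitted concentration-response, curve class assigned.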
GLP1R ag: activates the human GLP-1 receptor | P43220 | HEK293 GLP-1R CRE-luciferase, luminescence, 4-6 h; cells express a hypersensitive GLP-1R form | Potency, µM (series often up to 45.6 µM), without a hit: at the top dose activation, actives largely listed as activators | hit rate 0.007% among 380,000; further: % of control where 0% means no effect
Active calls of the source: *; ? = inconclusive; / = no result given; [ ] = remark or other dose. The call rests on the fitted dose curve; in most records, active means well fitted curve in the direction sought with a large enough effect; inconclusive means small, poorly fitted or top-dose-only effect, or another doubt; inactive means no such curve, though single readings can be large; an effect the other way counts as inactive or inconclusive. Potency means the concentration at half of the fitted maximal effect. Random draw from the library; overall some 9.4% were active at least once.

1) O=S1(=O)N[C@H](c2ccccc2)C[C@H](c2ccc(C(F)(F)F)cc2)O1
2) Cc1cc(Cl)ccc1-c1cc2nc(NCCCN(C)C)n(C)c(=O)c2s1
3) O=C(CN1c2ccccc2S(=O)(=O)c2ccccc21)Nc1cccc(C(F)(F)F)c1
4) CCOc1ccc(C2C(C(=O)Nc3ccccc3)=C(C)Nc3nc(-c4ccccc4Cl)nn32)cc1OC (stereo not given)
5) Cc1ccc(CNS(=O)(=O)NCc2ccccc2F)cc1
6) Cc1ccc(C)c(-n2c(-c3csc(C)c3)n[nH]c2=S)c1
7) CCOC(=O)c1c(C)c[nH]c1C
8) Cn1c(NC(=O)c2ccccc2Br)cc(=O)n(C)c1=O

Assay by compound,1,2,3,4,5,6,7,8
KB-V1 cytotox,-17.7%,2.8%,-7.1%,3.3%,-1.3%,18.4µM*,-12.1%,-1.8%
SW480 rerep,0.3%,/,/,/,-10.3%,?,-4.0%,-4.7%
HT1080-NT tox,-1.5%,18.4µM*,/,/,6.6%,?,-1.6%,-6.5%
GLP1R cytotox,10.8%,-6.4%,-4.1%,-3.1%,-10.3%,?,-4.1%,2.0%
TDP43 rescue,-6.9%,3.8%,6.8%,0.0%,-1.6%[0.397 µM],6.1%,-13.2%,7.9%
KB-3-1 cytotox,-16.1%,-2.1%,-4.6%,-5.0%,14.5%,0.0%,2.3%,12.5%
GLP-1R inv ag,-26.2%,-19.5%,?,-27.5%,16.0%,-30.3%,12.4%,4.2%
HT1080 IDH1KD tx,-0.4%,18.4µM*,/,/,-0.4%,10µM*,0.0%,15.3%
GLP1R ag,0.7%,10.8%,/,/,15.5%,20.4%,5.1%,3.6%

One compound at a time, from the list above. Order of values: KB-V1 cytotox	SW480 rerep	HT1080-NT tox	GLP1R cytotox	TDP43 rescue	KB-3-1 cytotox	GLP-1R inv ag	HT1080 IDH1KD tx	GLP1R ag
`CCOc1ccc(C2C(C(=O)Nc3ccccc3)=C(C)Nc3nc(-c4ccccc4Cl)nn32)cc1OC` (stereo not given) across the screens: 3.3%	/	/	-3.1%	0.0%	-5.0%	-27.5%	/	/
`Cc1ccc(CNS(=O)(=O)NCc2ccccc2F)cc1` across the screens: -1.3%	-10.3%	6.6%	-10.3%	-1.6%[0.397 µM]	14.5%	16.0%	-0.4%	15.5%
`O=S1(=O)N[C@H](c2ccccc2)C[C@H](c2ccc(C(F)(F)F)cc2)O1` across the screens: -17.7%	0.3%	-1.5%	10.8%	-6.9%	-16.1%	-26.2%	-0.4%	0.7%

Continuation:
9) O=C(O)C1CCN(C(=O)c2cccc3ccccc23)CC1
10) C=CCOc1ccc(-c2nc3c(c(=O)[nH]c(=O)n3CCC)n2CCCC)cc1
11) C#CCOCCOCCOCCNc1nc(N2CCN(C(=O)Cn3cc(CCO)nn3)CC2)nc(N2CCN(C(=O)Cn3cc(CCCN=C(N)N)nn3)CC2)n1
12) CC1=NN(C(=O)COc2ccc(C)c(C)c2)C(O)(c2ccccc2)C1 (stereo not given)
13) COc1cccc(-c2cc(C(=O)N3CCN(S(=O)(=O)c4ccc(Br)cc4)CC3)[nH]n2)c1
14) COc1ccc(S(=O)(=O)N(C)C)cc1NC(=O)CN1C(=O)NC2(CCCC2)C1=O
15) CCc1ccc(OCc2n[nH]c(=S)n2Cc2ccccc2)cc1
16) CC(=O)Nc1cc(S(=O)(=O)Nc2cccc(C)c2)c(C)cc1C

Assay by compound,9,10,11,12,13,14,15,16
KB-V1 cytotox,28.5%,-29.5%,2.8%,-15.9%,2.5%,13.5%,5.7%,0.0%
SW480 rerep,-11.5%,2.2%,-27.1%,0.2%,11.8%,-0.4%,1.1%,-2.0%
HT1080-NT tox,16.7%,2.9%,4.2%,-2.4%,14.7%,13.4%,-17.8%,15.5%
GLP1R cytotox,17.6%,7.1%,9.7%,-3.2%,-10.0%,-2.2%,-7.2%,-17.9%
TDP43 rescue,-4.1%,10.2%,2.6%,15.2%,3.8%,-4.6%,-16.1%[0.397 µM],8.3%
KB-3-1 cytotox,-2.1%,10.5%,3.1%,11.4%,-6.7%,7.6%,0.4%,14.8%
GLP-1R inv ag,5.0%,27.6%,-0.9%,?,-6.6%,1.1%,?,-1.4%
HT1080 IDH1KD tx,1.6%,2.1%,4.6%,-9.4%,-1.0%,-2.2%,-10.5%,10.9%
GLP1R ag,-3.9%,8.6%,-0.3%,10.0%,1.1%,3.1%,14.2%,-2.6%

17) Cc1cccc(C(=O)NCC(c2ccco2)N2CCc3ccccc32)c1 (stereo not given)
18) CC1CCN(CCCNC(=O)c2n[nH]c(=O)c3ccccc23)CC1
19) Cc1ccc(S(=O)(=O)/N=C(/Nc2ccc3[nH]c(=O)[nH]c3c2)c2ccccc2)cc1
20) CCNc1nc(Cl)nc(N(NC(C)=O)C(C)C)n1
21) CCSc1ncnc2sc3c(c12)CCC3
22) CCCCCC(=O)Nc1c(-c2ccc(OC)cc2)c(=O)c2ccccc2n1C
23) COCCNC(=O)C1CCC(CNS(=O)(=O)c2cccc3nsnc23)CC1 (stereo not given)
24) Cc1c(NC(=O)COC(=O)CSc2ccc([N+](=O)[O-])cc2)c(=O)n(-c2ccccc2)n1C

Assay by compound,17,18,19,20,21,22,23,24
KB-V1 cytotox,-13.5%,5.0%,8.9%,0.0%,-2.6%,10.1%,0.1%,1.2%
SW480 rerep,-516.2%[inhibitor],-0.6%,-13.2%,0.2%,1.0%,13.3%,-14.5%,-2.3%
HT1080-NT tox,-15.0%,1.8%,-1.1%,2.1%,23.8%,-6.6%,20.8%,2.7%
GLP1R cytotox,-8.4%,-1.3%,-6.9%,5.3%,2.7%,2.1%,6.0%,-16.6%
TDP43 rescue,28.2%,11.8%,-13.0%,-10.1%,5.0%,-8.9%,-6.2%,-9.7%
KB-3-1 cytotox,-0.2%,-0.8%,1.5%,14.3%,-7.5%,4.0%,-0.7%,1.7%
GLP-1R inv ag,?,-2.3%,27.4%,27.6%,48.8%[activator],0.0%,10.7%,3.1%
HT1080 IDH1KD tx,-8.2%,1.8%,-2.3%,11.3%,0.4%,28.6%,5.8%,0.2%
GLP1R ag,16.0%,5.0%,16.9%,8.8%,30.8%,-1.2%,-2.7%,7.7%

25) Cn1c(=O)n(C)c2cc([N+](=O)[O-])c(N3CCN(C(=O)c4cccc(F)c4)CC3)cc21
26) COc1ccccc1CCn1cnc(-c2ccc(Br)cc2)c1C(C)C
27) CC(=O)c1ccc(-n2ccc(=O)cc2)cc1
28) COc1cc(CNCCN2CCOCC2)ccc1OCc1ccc(Cl)cc1
29) O=C(O)Cn1nnc(-c2cccs2)n1
30) O=C1C2CC=CCC2C(=O)N1c1n[nH]c(-c2ccccc2)n1 (stereo not given)
31) CCOC(=O)NC1(NCc2ccccc2)Oc2ccccc2O1
32) Cc1ccc(Cn2c(C)cc3c(c2=O)C(c2cccs2)C(C#N)=C(N)O3)cc1 (stereo not given)

Assay by compound,25,26,27,28,29,30,31,32
KB-V1 cytotox,?,?,29.3%,-9.6%,-0.6%,5.3%,-0.1%,-15.0%
SW480 rerep,-1.4%,/,-13.4%,?,-141.5%[inhibitor],0.1%,?,0.3%
HT1080-NT tox,1.6%,23.1µM*,-0.1%,?,2.0%,16.7%,?,-2.7%
GLP1R cytotox,1.0%,-17.7%,-1.8%,-26.0%,1.8%,-12.6%,3.9%,2.5%
TDP43 rescue,10.6%,24.9%,9.0%,-5.4%,8.2%,-8.2%,-18.1%,-14.9%
KB-3-1 cytotox,-5.4%,?,-2.9%,?,-4.2%,-1.7%,?,-16.3%
GLP-1R inv ag,8.4%,?,18.0%,?,12.7%,-1.6%,0.0%,2.6%
HT1080 IDH1KD tx,1.3%,23.1µM*,15.7%,?,3.4%,8.2%,?,-11.4%
GLP1R ag,5.4%,-2.9%,8.1%,8.7%,-1.4%,-9.7%,12.7%,-8.3%

33) Cc1cccc(C)c1NC(=O)Cn1nnnc1N
34) CCCCCCCNC(=O)C1(CC2CC(c3cccc(Br)c3)=NO2)CCN(C(=O)c2cc(OCC)c(OCC)c(OCC)c2)CC1 (stereo not given)
35) Cn1c(=O)c2c(nc(NCCCN3CCOCC3)n2Cc2cccc(Cl)c2)n(C)c1=O
36) CCOC(=O)[C@]12CCC=C1N(Cc1ccccc1)C(=O)[C@H](CC(=O)N1CCSCC1)C2
37) Cc1cccc(C)c1NC(=O)CNC(=O)Cc1c[nH]c2ccccc12
38) CCn1nnc2sc3c(c2c1=O)CCC(C)C3 (stereo not given)
39) C/C(=N\NC(=O)C1CC1)c1ccc(Cl)cc1
40) O=C(COc1ccccc1[N+](=O)[O-])Nc1cc(Cl)ccc1C(=O)O
41) COc1ccc(N2CCN(C(=O)COC(=O)CNC(=O)c3ccc(C)cc3)CC2)cc1

Assay by compound,33,34,35,36,37,38,39,40,41
KB-V1 cytotox,?,20.9%,-6.1%,?,9.5%,?,-13.1%,3.0%,-18.1%
SW480 rerep,18.2%,?,-2.9%,/,-0.4%,3.1%,-9.8%,-9.3%,14.8%
HT1080-NT tox,-3.5%,-6.8%,7.0%,13.2%,-6.6%,15.5%,17.6%,3.1%,1.5%
GLP1R cytotox,2.5%,-5.2%,-1.5%,5.5%,-2.9%,-7.8%,-6.9%,-9.7%,-8.1%
TDP43 rescue,-9.5%,-16.1%,7.9%,16.2%,-15.5%,?,-5.4%,-7.1%,-3.5%
KB-3-1 cytotox,-11.7%,-8.4%,-8.7%,0.4%,2.6%,-2.2%,11.0%,-5.5%,-3.5%
GLP-1R inv ag,17.7%,-52.7%,6.4%,17.8%,-20.9%,89.1%[activator],12.7%,-3.7%,6.6%
HT1080 IDH1KD tx,-0.2%,-2.5%,5.1%,14.4%,-2.2%,14.7%,-1.0%,1.4%,11.5%
GLP1R ag,-4.5%,-2.5%,8.8%,-4.5%,3.2%,19.6%,15.1%,-0.9%,-3.5%
